Screening data as filed in PubChem BioAssay.
Vif-APOBEC3G blk – qHTS for Inhibitors of Vif-A3G Interactions: qHTS | DNA dC->dU-editing enzyme APOBEC-3G (Homo sapiens), Q9HC16 | HeLa A3G-eYFP + Vif (tagged APOBEC3G with the HIV-1 protein that degrades it), YFP fluorescence, overnight | Potency, µM (highest dose often 46.1 µM), without a hit: top-dose activity, negative = active, usual class: inhibitors | 410,000 compounds, 0.076% hits;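 further: potency means the concentration at half of the fitted maximal effect; on the % scale 0 is the no-effect control and ±100 the full control effect; nearly all actives have a fitted effect of over 60% in size; hits raise eYFP signal because A3G escapes Vif-driven loss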
Target sequence (Q9HC16 whole entry, looked up): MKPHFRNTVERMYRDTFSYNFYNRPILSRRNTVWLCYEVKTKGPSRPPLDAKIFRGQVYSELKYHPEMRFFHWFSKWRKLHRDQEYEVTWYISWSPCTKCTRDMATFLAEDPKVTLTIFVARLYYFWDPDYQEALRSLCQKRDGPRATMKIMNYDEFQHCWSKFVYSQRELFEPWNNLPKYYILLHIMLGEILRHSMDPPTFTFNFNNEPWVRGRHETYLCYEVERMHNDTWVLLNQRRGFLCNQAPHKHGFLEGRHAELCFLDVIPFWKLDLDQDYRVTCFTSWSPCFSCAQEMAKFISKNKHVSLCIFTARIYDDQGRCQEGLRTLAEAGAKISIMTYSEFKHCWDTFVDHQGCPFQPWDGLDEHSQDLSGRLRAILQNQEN
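Read-out is eYFP fluorescence (Ex 488/Em 500-530) from Vif-expressing HeLa A3G-eYFP cells; more signal means A3G escaped Vif-mediated degradation. Cells plated overnight, compound pinned in, incubated overnight at 37 deg C.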
TrxR1 substrate – qHTS Assay for Substrates of Mammalian Selenoprotein Thioredoxin Reductase 1 (TrxR1): qHTS; 390,000 compounds, 0.01% hits; purified TrxR1 substrate turnover, NADPH consumption readout; AID 588456, 2011; Potency, µM (top dose mostly 114 µM), inactives show at the highest dose activity change, negative = substrate turnover; further: potency means the concentration at half of the fitted maximal effect; on the % scale 0 is the no-effect control and ±100 the full control effect; nearly all actives have a fitted effect of over 50% in size
Target sequence (O89049 whole entry, looked up): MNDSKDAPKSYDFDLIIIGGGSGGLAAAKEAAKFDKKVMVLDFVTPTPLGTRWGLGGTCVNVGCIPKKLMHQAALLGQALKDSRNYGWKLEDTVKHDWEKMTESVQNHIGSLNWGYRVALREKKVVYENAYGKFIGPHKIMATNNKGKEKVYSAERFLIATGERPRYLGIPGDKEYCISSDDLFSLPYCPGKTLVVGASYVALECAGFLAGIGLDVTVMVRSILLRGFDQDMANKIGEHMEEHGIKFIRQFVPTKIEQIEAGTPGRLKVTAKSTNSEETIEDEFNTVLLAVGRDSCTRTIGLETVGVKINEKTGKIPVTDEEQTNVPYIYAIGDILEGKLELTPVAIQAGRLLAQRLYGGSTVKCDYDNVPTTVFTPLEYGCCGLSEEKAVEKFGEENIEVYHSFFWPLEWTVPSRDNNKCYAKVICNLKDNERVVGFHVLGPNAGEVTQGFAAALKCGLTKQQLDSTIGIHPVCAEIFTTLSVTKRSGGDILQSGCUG
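Rat TrxR1, dispensed at 90 nM, was prereduced with 400 uM NADPH (final) for 5 min at ~22 deg C, then incubated with compound 15 min before 400 uM selenite. A first-read NADPH fluorescence drop versus no-compound background flagged substrates.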
RGS4 inhibitor – Inhibitors of Regulator of G Protein Signaling (RGS) 4: qHTS | Regulator of G-protein signaling 4 (Homo sapiens), P49798 | Transcreener GDP fluorescence polarization, RGS4-accelerated GTP hydrolysis | Potency, µM (top dose mostly 114 µM), for inactives: top-dose activity change, negative = inhibition, hits mostly inhibitors | 390,000 compounds, 0.039% hits; further: potency means the concentration at half of the fitted maximal effect; on the % scale 0 is the no-effect control and ±100 the full control effect; nearly all actives have a fitted effect of over 75% in size; some results filed as inactive show a strong effect at the top dose
Target sequence (P49798 whole entry, looked up): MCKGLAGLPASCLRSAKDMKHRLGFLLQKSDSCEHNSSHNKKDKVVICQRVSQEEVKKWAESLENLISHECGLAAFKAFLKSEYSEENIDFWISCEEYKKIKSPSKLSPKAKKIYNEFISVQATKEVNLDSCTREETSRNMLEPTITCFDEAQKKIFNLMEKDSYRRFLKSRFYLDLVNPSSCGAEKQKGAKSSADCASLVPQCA
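MLSMR compounds (23 nl, pin-transferred) preincubated 10 min at room temperature with a 500nM (2x) first reagent, then RGS4 at 900nM (2x) plus Transcreener GDP mix added; fluorescence polarization (620/688 nm) read before and after 90 min at 30 °C.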
Vif-A3F inh – qHTS for Inhibitors of Vif-A3F Interactions: qHTS; HeLa A3F-eYFP + Vif (tagged APOBEC3F with the HIV-1 protein that degrades it), YFP fluorescence increase; AID 602313, 2012; 390,000 compounds, 0.2% hits; Potency, µM (highest dose often 46.1 µM), for the others: top-dose activity, negative = active; further: potency means the concentration at half of the fitted maximal effect; % of control where 0% means no effect; nearly all actives have a fitted effect of over 65% in size
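Fluorescence increase (Ex 488/Em 500-530) after overnight compound treatment at 37 deg C flags inhibition of Vif-driven A3F-eYFP loss in stable HeLa A3F-eYFP/Vif cells seeded overnight beforehand.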
GRP78 ERSR act – qHTS for Inducers of the Endoplasmic Reticulum Stress Response (ERSR) in Human Glioma: qHTS. 420,000 compounds, 0.02% hits. AID 602332, 2012. Potency, µM, for the others: at the highest dose activation, usual class: activators. U87-MG GRP78 promoter luciferase reporter, 16 h; further: potency means the concentration at half of the fitted maximal effect; series mostly up to about 76 µM; % of control where 0% means no effect; nearly all actives have a fitted effect of over 35% in size
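Stably transfected U87-MG human glioma cells carrying a GRP78-based luminescent sensor were seeded at 1000 cells/well, pin-dosed with compounds and incubated 16 h. Luciferase reagent was then added, and end-point luminescence was read after 10 min at room temperature.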
LDHA block – qHTS assay for inhibitors of human lactate dehydrogenase; L-lactate dehydrogenase A chain (Homo sapiens), P00338; purified LDHA, NADH/diaphorase-resazurin fluorescence; hits give low values; activity change, % (values are at about 110 or 230 µM); 480,000 compounds, 0.15% hits; in the data active means activity change below about -30%; inconclusive means mostly about -25% to -30%;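 further: plate controls were DMSO wells for no effect and wells without enzyme for full effect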
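Remaining NADH was detected by diaphorase (0.133 mg/mL) converting 37 µM resazurin to fluorescent resorufin, read at 0 and 20 minutes. The preceding 5-minute room-temperature reaction used 2 nM LDHA, 0.2 mM sodium pyruvate and 0.06 mM NADH at pH 7.4.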
USP1-UAF1 inh – Inhibitors of USP1/UAF1: Primary Screen; 390,000 compounds, 0.23% hits; recombinant USP1/UAF1, Ub-Rhodamine cleavage fluorescence; Potency, µM (highest dose often 57.1 µM), without a hit: at the highest dose activity change, negative = inhibition, most hits filed as inhibitors; Ubiquitin carboxyl-terminal hydrolase 1 (Homo sapiens), O94782; further: potency means the concentration at half of the fitted maximal effect; on the % scale 0 is the no-effect control and ±100 the full control effect; nearly all actives have a fitted effect of over 60% in size; inactives centre near -12
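1 nM enzyme complex + cpd, 15 min RT; start with Ub-Rho 150nM final; kinetic fluorescence ex 480/em 540, 6 reads q60 s. Buffer 50mM HEPES pH 7.8, 0.5mM EDTA, 0.1 mg/ml BSA, 1mM TCEP, 0.01% Tween-20.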
rTrxR1 inhibitor – qHTS Assay for Inhibitors of Mammalian Selenoprotein Thioredoxin Reductase 1 (TrxR1): qHTS. Thioredoxin reductase 1, cytoplasmic (Rattus norvegicus), O89049. recombinant rTrxR1, NADPH fluorescence consumption, selenite substrate. Potency, µM (top dose mostly 114 µM), without a hit: top-dose activity change, negative = inhibition, usual class: inhibitors. 390,000 compounds, 1% hits. AID 588453, 2011; further: potency means the concentration at half of the fitted maximal effect; on the % scale 0 is the no-effect control and ±100 the full control effect; nearly all actives have a fitted effect of over 65% in size
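Rat TrxR1 (90 nM in the dispensed reagent) was pre-reduced with 400 uM NADPH for 5 min at room temperature, then incubated with compound for 15 min. After 400 uM selenite was added, NADPH fluorescence (Ex 340/Em 450 nm) was followed for 8 min.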
IDH1 R132H inh – qHTS for Inhibitors of mutant isocitrate dehydrogenase 1 (IDH1): qHTS; Potency, µM (top dose mostly 76.6 µM), for the others: top-dose activity change, negative = inhibition, usual class: inhibitors; IDH1-R132H enzyme, NADPH consumption, diaphorase/resazurin fluorescence; AID 602179, 2012; Isocitrate dehydrogenase [NADP] cytoplasmic (Homo sapiens), O75874; 390,000 compounds, 0.093% hits; further: potency means the concentration at half of the fitted maximal effect; on the % scale 0 is the no-effect control and ±100 the full control effect; nearly all actives have a fitted effect of over 65% in size
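IDH1-R132H (0.5 ug/mL) preincubated 30 min with compound, then NADPH (0.016 mM) and alpha-KG (2 mM) added; 80 min at RT, pH 7.5. Remaining NADPH coupled via diaphorase/resazurin to fluorescence (540/590 nm); concentration-response curves normalized to no-enzyme control.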
Active calls of the source: *; ? = inconclusive; . = not tested or not shown; & = joins results of further samples; [ ] = dose if it differs, or a comment. Unless noted, the call rests on the fitted dose curve; in most records, active means well fitted curve in the direction sought with a large enough effect; inconclusive means small, poorly fitted or top-dose-only effect, or another doubt; inactive means no such curve, though single readings can be large; an effect the other way counts as inactive or inconclusive.

SMILES	Vif-APOBEC3G blk	TrxR1 substrate	RGS4 inhibitor	Vif-A3F inh	GRP78 ERSR act	LDHA block	USP1-UAF1 inh	rTrxR1 inhibitor	IDH1 R132H inh
Cn1c(=O)[nH]c(=O)c2c1nc(N1CCCC1)n2CCCSc1nc2ccccc2o1	-6%	9%[57.1 µM]	-8%	-3%	-5%	-6	-19%	10%[57.1 µM]	-1%
O=C(Cn1c(=O)oc2ccccc21)Nc1ccc(Cl)cc1Cl	-1%	5%	?	-3%	3%	-2	-22%	16%	20%
CC1=C(C(=O)NCc2cccc(Cl)c2)C2(CCCCCC2)OC1=O	2%	-3%	5%	0%	0%	-2	-37%	-4%	26%
O=C(NCCC1=CCCCC1)c1ccc2c(c1)N(Cc1ccc(F)cc1)C(=O)c1ccccc1S2(=O)=O	.	9%	-9%	.	.	-3	4%	26%	.
COc1ccc(-c2cc(N3CCCC3)n3ncnc3n2)cc1	-1%	2%	9%	-10%	-1%	-2	-7%	0%	5%
CN(C)CCCN(Cc1cc2cc3c(cc2[nH]c1=O)OCO3)C(=S)NCc1ccco1	0%	10%[57.1 µM]	14%	-2%	-5%	-3	-22%	-4%[57.1 µM]	-10%
O=C(/C=C/c1ccc([N+](=O)[O-])cc1)NCc1ccccn1	2%	-5%	0%	-23%	1%	3	1%	7%	4%
CCCNC(=O)N1CCN(S(C)(=O)=O)CC1	-8%	8%[57.1 µM]	9%	-9%	-1%	-4	-10%	19%[57.1 µM]	2%
CC(C)(C)c1ccc(NC(=O)Nc2ccc(F)cc2)cc1	0%	-10%	?	4%	0%	-5	?	23%[57.1 µM]	4%
CC(=O)N1CN(S(=O)(=O)c2ccc(C)cc2)CC1C (stereo not drawn)	-1%	1%	0%	-6%	-4%	-4	-11%	30%	4%
CC12CCC(C(=O)N(CCCCN3CCN(c4ccccn4)CC3)C1=O)C2(C)C (stereo not drawn)	0%	0%	6%	-7%	-1%	0	-14%	33%	-5%
OCCNc1ncnc2c1nnn2Cc1ccccc1Cl	2%	.	.	-8%	-1%	-3	8%	.	-7%
O=C(NCC(c1ccco1)N1CCCCC1)c1ccc(COc2ccc(Cl)cc2)cc1 (stereo not drawn)	0%	4%[57.1 µM]	-35%	3%	-1%	-2	-24%	16%[57.1 µM]	-6%
COc1cccc(OCc2nc3ccccc3[nH]2)c1	-1%	6%	-11%	5%	-3%	-2	-27%	1%	9%
CC1(c2ccc3ccccc3c2)NC(=O)N(CC(=O)N2CCN(S(=O)(=O)c3ccccc3F)CC2)C1=O (stereo not drawn)	-3%	-2%	-47%	-14%	-5%	-6	-16%	15%	0%
COc1ccc(C2/C=C\CN(C(=O)c3ccc(C)cc3)CC(=O)N2Cc2ccc(F)cc2)cc1 (stereo not drawn)	1%&-5%	-10%&-6%	-17%&26%	3%	-3%&1%	1	-8%	17%[57.1 µM]	7%
NS(=O)(=O)c1ccc(CCNC(=O)CCNS(=O)(=O)c2ccccc2C(F)(F)F)cc1	1%	-5%	-2%	-1%	2%	-3	-20%	-4%	3%
CC(=O)c1ccc(N2CCN(S(=O)(=O)c3c(C)[nH]c(C)c3C(=O)N3CCCC3)CC2)cc1	-1%	-4%	-1%	1%	0%	-7	-15%	14%	8%
C=CCOc1cccc(C2C(C(=O)c3ccco3)=C(O)C(=O)N2Cc2ccncc2)c1 (stereo not drawn)	3%	-12%	-9%	0%	-4%	4	-14%	-28%	10%
COc1cc(NC(=O)c2ccc3c(SCC(=O)O)c4c(nc3c2)CCC4)cc(OC)c1OC	-8%	-12%	11%[56.9 µM]	-1%	1%	0	-13%	-19%	0%
Nn1c(SCC(=O)Nc2c(Cl)cccc2Cl)nncc1=O	2%	-3%[57.1 µM]	8%	3%	-2%	-9	-9%	4%[57.1 µM]	-1%
COc1ccc(CCNC(=O)Cn2c(=O)oc3cc(Cl)ccc32)cc1OC	-4%	3%	5%	-11%	-4%	-2	-3%	10%	-2%
Cc1ccc(-n2c(=O)c3c(cnn3C)n(CC(=O)Nc3cc(C)ccc3C)c2=O)cc1	2%	1%[2.29 µM]	-9%	-2%	-1%	-4	-13%	11%	-22%
Cc1ccc2[nH]c3c(c2c1)CCNC3=O	-4%	118%[activator][57.1 µM]	3%	3%	0%	-2	-17%	45%[activator][57.1 µM]	3%
Nn1c(SCc2cccc(Br)c2)nnc1-c1cccnc1	1%	-1%[57.1 µM]	-5%	-2%	3%	-8	0%	8%[57.1 µM]	0%
O=C(c1cnccn1)N1CCc2ccccc21	-1%	-15%	-9%	-8%	-1%	0	-14%	-27%	1%
O=C(/C=C\c1ccco1)NC(=S)Nc1ccccc1O	-15%	0%	-23%[11.4 µM]	-12%	5%	0	-23%	?	7%
O=C1CCCCC(=O)N(c2ccccc2)c2ccccc21	1%	6%[57.1 µM]	29%	-15%	-5%	-5	-7%	7%[57.1 µM]	6%
O=C(Nc1ccccc1N1CCN(C(=O)c2ccc(Cl)cc2)CC1)c1ccc2c(c1)OCO2	-1%	-6%	7%	-5%	-1%	0	-7%	-8%	-2%
O=C(N/N=C/c1ccccc1[N+](=O)[O-])c1cccs1	-4%	6%	-8%	-4%	2%	-6	-26%	19%	2%
COc1cccc(C2C(C#N)=C(N)Oc3cc(C)oc(=O)c32)c1OC (stereo not drawn)	-2%	-4%	-27%	-5%	-1%	0	-18%	-10%	1%
Cc1ccc(NC(=O)c2ccc(=O)[nH]n2)cc1S(=O)(=O)Nc1ccccc1Cl	4%	9%	16%	-11%	-3%	-3	-20%	17%	-2%
CCOc1ccc(NC(=O)CN(c2cccc(C(F)(F)F)c2)S(C)(=O)=O)cc1	0%	-9%	11%	-9%	1%	-8	-12%	2%	20%
COc1cccc(/C=N\NC(=O)c2ccc(C)nc2)c1	1%	0%	-11%	8%	2%	-3	-15%	11%[57.1 µM]	0%
CCOc1ccc(NC(=O)CN2C(=O)CSC(C)C2=O)cc1 (stereo not drawn)	-2%	7%[57.1 µM]	-1%	-2%	6%	-5	-14%	6%[57.1 µM]	0%
O=C(Nc1ccon1)c1cccc(S(=O)(=O)N2CCCCC2)c1	4%	3%	2%	-11%	-1%	1	-15%	8%	12%
N#CCCN(Cc1cccnc1)C(=O)Nc1ccccc1	0%	-6%	15%	-9%	1%	-9	5%	-5%	-3%
O=C(CN1c2cccc3cccc(c23)S1(=O)=O)Nc1c(F)c(F)c(F)c(F)c1F	2%	8%[57.1 µM]	39%	-10%	-1%	-6	8%	1%[2.29 µM]	2%
CC(C)(C)NC(=O)C(c1ccc(O)cc1)N(C(=O)CCC(=O)Nc1nccs1)c1ccccc1F (stereo not drawn)	0%	-16%[57.1 µM]	15%	1%	-4%	-2	-22%	27%[57.1 µM]	6%
COc1cc(CC(=O)NC2CCCc3ccccc32)cc(OC)c1OC (stereo not drawn)	2%	1%	1%	0%	-4%	-3	-18%	14%	-10%
Cc1cc(C)c(OCC(=O)Nc2cccc(NC(=O)c3ccco3)c2)c(Br)c1	4%	10%	-2%	-7%	-1%	3&2	-23%	13%	0%
CC1=CC2=NC(=O)CC(C)(C(=O)N(CC(=O)NC3CCCC3)c3cc(C)cc(C)c3)N2C=C1 (stereo not drawn)	4%	158%[activator]	-95%[56.9 µM]	5%	-2%	1	-17%	-2%	0%
COc1ccc(CNC(=O)c2cccc(N3CCCS3(=O)=O)c2)cc1	-1%	3%[57.1 µM]	-12%	-2%	-2%	4	-26%	15%[57.1 µM]	10%
COC(=O)Cc1c(C)c2ccc(OCC(=O)N3CCOCC3)cc2oc1=O	2%	218%[activator][57.1 µM]	37%	3%	-3%	-1	2%	-33%	3%
O=C(NCc1ccccc1CN1CCCC1)C1CCN(S(=O)(=O)c2ccc(Cl)cc2)CC1	-20%	8%	13%	2%	0%	1	-9%	11%	2%
COc1ccc(-c2cc3ccccc3oc2=O)cc1	-6%	69%[activator]	24%	-8%	2%	-1	-14%	43%[activator]	-4%
CN(/N=C/c1cccc(Br)c1)C1=NS(=O)(=O)c2ccccc21	-7%	10%	-17%[56.9 µM]	15%	-2%	-4	-21%	16%	5%

An excerpt, so the mix of outcomes need not match the whole.
